V-ATPase pH: alters yeast V-ATPase proton transport | response, % at 10 µM | S. cerevisiae, pHLuorin cytosolic pH fluorescence | 0.37% of 350,000 active; in the data active means response mostly above about 7.3%, no sharp cut-off; inactive means mostly below about 5.4%; further: actives read high; inactives centre near 0; some compounds called inactive have numbers as strong as hits; reference of the scale not given here
cardiac RTF act: increases calcium sensitivity of human cardiac regulated thin filaments; P19429+P45379; IANBD-labeled TnC RTF fluorescence at EC20 calcium; 0% EC20 calcium, 100% full calcium; activation, % at 7.2 µM; 0.24% of 340,000 active; AID 493008;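 active means activation above the mean over all tested compounds plus 3 SD, cut at about 30% in these data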;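 further: rise in fluorescence read as greater calcium sensitivity of cardiac thin filaments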
MOR-DOR ag: agonists of human mu-delta opioid receptor heterodimerization; P35372+P41143; cells, OPRM1-OPRD1 heterodimerization, luminescence; activation, % at 9.3 µM; 0.3% of 340,000 active; AID 504326; in the data active means activation above about 18%;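 further: 0% = vehicle-treated cells and 100% = reference agonist; values of inactives mirror those of a sister screen read the other way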
Cardiac RTF inh: cardiac RTF calcium desensitization | IANBD-labeled cardiac RTF, Ca2+ fluorescence | 0.12% of 340,000 active | P19429+P45379 | inhibition, % at 7.15 µM;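 active means inhibition above the mean inhibition of all tested compounds plus 3 SD, cut at about 17% in these data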;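 further: assay run at fixed EC70 calcium of 1.6 mM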
Pemphigus Ab inh: human desmoglein-3 autoantibody binding inhibition; DSG3-coupled beads, scFv-anti-DSG3-GFP binding, flow cytometry; hits give low values; P32926; 0.48% of 310,000 active; binding (percent of control), % at 10 µM;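 active means binding more than 3 SD below its plate's average and above zero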;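 further: hits lower antibody fragment binding to DSG3; some compounds called inactive have numbers as strong as hits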
Arr AP2 block: human beta-arrestin and AP2 interaction inhibition. FITC-arrestin peptide / GST-AP2 beads, flow cytometry; AP2 beta2 appendage carries R879A mutation. inhibition, % at 10 µM. 0.31% of 340,000 active;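 active means inhibition above a set limit, near 3 SD of compounds lacking own fluorescence, cut at about 54% in these data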;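 further: plate controls were DMSO wells for no effect and 5 µM unlabelled arrestin peptide for full effect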
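Material – GST-tagged AP2 beta2-adaptin appendage (R879A) on 4 µm glutathione beads · Probe or stimulus – fluorescein-tagged arrestin peptide at 50 nM final · Timing – 12 min plus 1 h, RT · Detection – bead flow cytometry, FITC channel · Read-out basis – inhibition as reduced fluorescein signal on beads, percent · Medium – PBS plus Tween 20 (0.05%) and BSA (0.1%)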
LANA DNA inh: inhibitors of KSHV LANA C-terminal domain DNA binding. inhibition, % at 9 µM. 0.078% of 340,000 active. MBP-C-LANA/FAM-LBS DNA binding, fluorescence polarization;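 active means highest replicate inhibition at or above 60% at 9 µM, even if other replicates fall short; inactive means all replicates below 60% inhibition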;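 further: 0% = neutral control wells and 100% = 4 µM acridine orange control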
Keap1-Nrf2 PPI: disrupts human Keap1 binding to Nrf2 peptide; Q14145; Keap1 Kelch-Nrf2 peptide fluorescence polarization, 1536-well; inhibition, % at 9.4 µM; 0.15% of 340,000 active; in the data active means inhibition above about 12%;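 further: human Keap1 Kelch domain with fluorescein labeled Nrf2 9mer peptide probe; 0% = neutral control wells and 100% = peptide positive control; higher means more block of Keap1 binding to Nrf2 peptide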
Target sequence (Q14145 whole entry, looked up, the tested form may be a part): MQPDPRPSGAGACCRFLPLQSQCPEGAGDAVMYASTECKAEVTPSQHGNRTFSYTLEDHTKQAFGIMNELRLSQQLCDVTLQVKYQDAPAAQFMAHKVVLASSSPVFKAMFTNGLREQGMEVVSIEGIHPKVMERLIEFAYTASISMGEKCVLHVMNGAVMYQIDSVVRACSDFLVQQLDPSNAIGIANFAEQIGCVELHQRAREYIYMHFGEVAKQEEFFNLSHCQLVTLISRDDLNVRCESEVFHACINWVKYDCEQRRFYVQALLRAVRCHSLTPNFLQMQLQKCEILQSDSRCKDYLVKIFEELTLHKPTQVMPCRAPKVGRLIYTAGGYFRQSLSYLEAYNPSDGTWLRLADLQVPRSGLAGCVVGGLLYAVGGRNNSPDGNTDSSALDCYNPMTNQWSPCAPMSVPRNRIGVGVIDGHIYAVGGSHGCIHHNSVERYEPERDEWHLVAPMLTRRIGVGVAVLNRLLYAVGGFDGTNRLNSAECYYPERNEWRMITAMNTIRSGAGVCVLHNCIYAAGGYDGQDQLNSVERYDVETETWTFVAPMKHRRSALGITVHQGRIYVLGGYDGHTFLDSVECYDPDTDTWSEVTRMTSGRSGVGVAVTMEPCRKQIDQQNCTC
OPRM1-OPRD1 inv: inverse agonist of human OPRM1-OPRD1 heterodimerization | P35372+P41143 | inhibition, % at 9.3 µM | cell-based MOR-DOR heterodimer luminescence, inverse agonism | 0.21% of 340,000 active; in the data active means inhibition above about 22%, passing the limit was not always enough;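 further: 0% = cells with DMSO and 100% = wells without cells with DMSO; values of inactives mirror those of a sister screen read the other way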
Wnt act: activates Wnt/beta-catenin signaling in a reporter cell assay; 1.2% of 300,000 active; activator, plate reader; activation, % at 9.35 µM; in the data active means activation above about 30%, passing the limit was not always enough;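 further: 0% = neutral control wells and 100% = positive control wells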
Starred values were filed as active, the others as inactive; x = not tested or not shown; & = joins results of further samples.

entry	Molecule	V-ATPase pH	cardiac RTF act	MOR-DOR ag	Cardiac RTF inh	Pemphigus Ab inh
1	CCOC(=O)c1cccc(N2C(=O)C3C(C2=O)C2C=CC3C23CC3)c1 (stereo not drawn)	-3	10	0.5	-16	x
2	Cc1ccc(NC(=S)NCCc2ccc(Cl)cc2)c(C)c1	3	6	2.1	-1	113
3	CCCCCCCC(=O)N/N=C/c1cccnc1	-3	0	-0.3	3	101
4	CC1CCCN(S(=O)(=O)c2cc3c4c(c2)C(C)C(=O)N4CCC3)C1 (stereo not drawn)	4	-1	-1.4	-1	x
5	O=C(Cn1c(=O)cnc2ccccc21)N1CCN(S(=O)(=O)c2ccc(F)cc2)CC1	4	0	-0.5	-7	110
6	Cc1occc1-c1nnc(SCC(=O)c2c[nH]c3ccccc23)n1C	0	8	-2.7	-21	103
7	CC(=O)Nc1ccc(S(=O)(=O)Nc2ccc(Cl)nn2)cc1	-2	3	-2.7	9	99
8	COCCN(C(=O)COC(=O)CCS(=O)(=O)c1ccccc1)c1c(N)n(Cc2ccccc2)c(=O)[nH]c1=O	-4	-1	2.4	3	108
9	Cc1c(NC(=O)/C(C#N)=C/c2cccs2)c(=O)n(-c2ccccc2)n1C	2	-3	-2.8	-17	83
10	CC1(C)CC(=O)c2sc(NC(=O)C3COc4ccccc4O3)nc2C1 (stereo not drawn)	-3	7	-1.1	-5	105
11	CCOc1ccc(/C=N/O)cc1	-4	0	-1.7	2	102
12	O=C(NCc1ccc(F)cc1)N1CCN(S(=O)(=O)c2ccccc2F)CC1	0	-5	-2.9	-1	116
13	CN1CCN(c2nc(-c3cc4ccccc4o3)cs2)CC1	0	3	-2.0	-1	102
14	O=C(COC(=O)C1=COCCO1)Nc1cc(S(=O)(=O)N2CCCCC2)ccc1Cl	-2	0	0.3	3	102
15	O=C(Nn1c(-c2ccc(F)cc2)nc2ccccc2c1=O)c1cccnc1	1	-1	-2.0	3	96

entry	Arr AP2 block	LANA DNA inh	Keap1-Nrf2 PPI	OPRM1-OPRD1 inv	Wnt act
1	3	0.6	-2	-3	-3
2	9	-1.2	-4	-11	1
3	-4	-0.9	-4	2	x
4	7	-0.7	-4	7	-1
5	8	1.6	-6	3	1
6	-9	-0.7	-5	14	-3
7	9	-0.5	0	14	x
8	3	-1.0	-8	-16	-4
9	-2	-2.1	-3	18	0
10	-3	0.2	0	7	6
11	14	3.0	3	10	7
12	-2	-0.9	-3	15	-1
13	1	-0.7	4	10	x
14	-7	-0.9	-1	-1	-3
15	-20	1.0	-3	10	-1

(next part)
entry	Molecule	V-ATPase pH	cardiac RTF act	MOR-DOR ag	Cardiac RTF inh	Pemphigus Ab inh
16	O=C(Nc1ccc(Br)cc1)C1CCCN1S(=O)(=O)c1cccs1 (stereo not drawn)	5	-1	-1.4	-3	93
17	O=C(CSc1nc(C(F)(F)F)cc(=O)[nH]1)N1CCCC1	3	5	-2.6	-1	110
18	Cc1cc([N+](=O)[O-])nn1CC(=O)N1CCCc2ccccc21	-2	-1	-2.0	-14	101
19	CC(C)Sc1nc2ccccc2n1CC(=O)O	1	1	-1.2	-8	101
20	CC(=O)C1=C(C)NC(=O)NC1c1ccccc1 (stereo not drawn)	0	6	-1.0	0	x
21	O=C1CN(C(=O)CSc2nc3ccccc3c(=O)n2CCCN2CCOCC2)c2ccccc2N1	-2	0	-4.3	-7	100
22	COc1ccc(C2c3cc(OC)c(OC)cc3CCN2C2CC(=O)N(c3ccccc3)C2=O)cc1OC (stereo not drawn)	2	6	-2.7	-4	99
23	O=C(COC(=O)c1c[nH]c(=O)[nH]c1=O)Nc1ccccc1Br	-1	2	0.5	1	105
24	N#CCc1nn2c(-c3ccccc3)ccnc2c1C#N	4	0	0.9	-3	106
25	COC(=O)C1(C(F)(F)F)N=C(C(F)(F)F)Nc2ccc(Cl)cc21 (stereo not drawn)	0	4	2.1	-4	99
26	Cn1c(SC/C=C/c2ccccc2)nnc1-c1ccco1	6	0	-0.7	-2	114
27	O=C(NCC(c1cccnc1)N1CCOCC1)c1cccs1 (stereo not drawn)	0	-1	-1.0	0	98
28	Cn1cnc2c1c(=O)n(Cc1cccc(F)c1)c(=O)n2C	2	-8	-2.2	-6	105
29	O=C(Cc1cccs1)Nc1cccc(-c2nnc(-c3ccco3)o2)c1	0	-1	-3.8	-6	100
30	Cc1cc(C)n(-c2nc(Nc3ccccc3)nc(-n3nc(C)cc3C)n2)n1	-2	-2	-5.0	5	124

entry	Arr AP2 block	LANA DNA inh	Keap1-Nrf2 PPI	OPRM1-OPRD1 inv	Wnt act
16	10	-2.3	4	6	x
17	-2	2.1	0	14	-1
18	45	-0.2	2	9	1
19	34	-2.0	-1	6	1
20	0	-1.5	-4	6	-5
21	-4	-1.0	-1	23	-11
22	1	0.5	-2	14	x
23	11	-1.3	-1	-3	2
24	12	-1.2	-4	-4	1
25	17	0.4	0	-12	x
26	6	0.6	-7	4	x
27	22	0.4	-2	6	-3
28	-3	-2.3	1	11	1
29	5	0.3	-3	19	-1
30	5	-2.1	-4	23	-1

Next records follow:
entry	Molecule	V-ATPase pH	cardiac RTF act	MOR-DOR ag	Cardiac RTF inh	Pemphigus Ab inh
31	CCS(=O)(=O)N1CCN(S(=O)(=O)c2ccccc2[N+](=O)[O-])CC1	1	15	-1.5	-2	104
32	CCn1ncc(C2=NOC(C(=O)Nc3c(C)nn(Cc4ccc(F)cc4)c3C)C2)c1C (stereo not drawn)	0	-4	-1.8	-1	100
33	COc1ccc(OC)c(CNC(=O)C2CCC(=O)N(CCCN3CCCC3=O)C2)c1 (stereo not drawn)	0	5	-2.4	-9	101
34	COc1ccccc1C(=O)NNC1CC(=O)N(c2ccc3c(c2)OCCO3)C1=O (stereo not drawn)	0	2	-3.0	-3	119
35	Cc1ccccc1Nc1nccc(N(C)C)c1C#N	1	x	x	x	109
36	Cc1ccc(NC(=O)c2cncc(Br)c2)cc1S(=O)(=O)N(C)C	0	7	-0.5	1	104
37	CC(=O)Nc1ccc(NC(=O)CSc2nccn2Cc2ccccc2)cc1	1	4	0.1	-3	101
38	CC(C)Oc1cccc(C(=O)N/N=C/c2ccoc2)c1	-1	-3	0.2	-11	103
39	CCCCNC(=O)CC1N=C2c3ccccc3N=C(SCC(=O)Nc3ccccc3C)N2C1=O (stereo not drawn)	9	-5	1.5	1	85
40	COc1ccc(CNCc2cc3c(cc2[N+](=O)[O-])OCO3)cc1	2	0	0.4	-12	89
41	Cc1ccccc1C(=O)Nc1ccc2c(c1)nc(CCNC(=O)c1ccco1)n2C	-3	4	-0.5	-2	110
42	CCCCOc1ccc(C2C(C(=O)c3ccc(C)o3)=C(O)C(=O)N2Cc2ccco2)cc1 (stereo not drawn)	0	-2	-0.7	-1	x
43	CSCCC(NS(=O)(=O)c1ccc(C)cc1)C(=O)N1CCCC1 (stereo not drawn)	2	-1	-3.6	4	113
44	CC12CCC(C(=O)NCc3cccnc3)(OC1=O)C2(C)C (stereo not drawn)	-1	-3	-1.4	-9	101
45	O=C(Nc1cccc(C(=O)N2CCOCC2)c1)c1ccccc1Br	0	2	-0.1	-4	x

entry	Arr AP2 block	LANA DNA inh	Keap1-Nrf2 PPI	OPRM1-OPRD1 inv	Wnt act
31	6	-2.7	-4	8	-2
32	5	1.0	1	11	-4
33	50	-2.9	3	12	5
34	-5	1.3	2	16	0
35	-11	-0.1	-4	x	-1
36	-8	-0.6	-1	2	x
37	-10	1.5	-3	-1	1
38	22	-1.2	2	-1	20
39	-1	2.6	4	-8	5&0
40	-3	-0.5	1	-2	2
41	-6	-1.1	-4	3	1
42	19	1.4	1	4	-2
43	-8	4.4	1	19	-6
44	3	1.2	-3	8	1
45	26	2.8	1	1	1

(cont.)
entry	Molecule	V-ATPase pH	cardiac RTF act	MOR-DOR ag	Cardiac RTF inh	Pemphigus Ab inh
46	CC(C)COC(=O)CNc1n[nH]c(=S)[nH]c1=O	0	-9	-1.7	-3	122
47	CCOC(=O)N1CCN(C(c2cccnc2)c2ccc3cccnc3c2O)CC1 (stereo not drawn)	0	-1	0.8	-9	93
48	COc1ccc(S(=O)(=O)N2CCN(CCC(=O)Nc3ccc(F)cc3)CC2)cc1	2	-4	-1.4	-42	114
49	CCCOc1ccc(-c2csc3ncn(Cc4ccc(C(=O)O)cc4)c(=O)c23)cc1	0	-5	-1.8	5	103
50	CC(=O)Nc1ccc(S(=O)(=O)N2CCN=C2SCc2ccccc2C)cc1	-8	0	0.1	-12	109
51	COc1ccc(CC(=O)Nc2cc(S(=O)(=O)N3CCCCC3)ccc2C)cc1	0	4	-1.6	0	101
52	CCOc1cc(C(=O)NCc2ccncc2)cc(OCC)c1OCC	0	-3	0.4	-3	97
53	O=C(Oc1ccc(N2C(=O)C3C4CCC(C4)C3C2=O)cc1)c1ccco1 (stereo not drawn)	8	-2	-0.9	-1	104
54	CCOc1ccccc1NC(=O)C(OC(=O)c1ccc(N(C)C)cc1)c1ccccc1 (stereo not drawn)	0	1	0.0	1	101
55	Cc1ccc(NC(=O)c2sc3nc[nH]c(=O)c3c2C)c(C)c1	3	-7	0.4	4	95
56	O=C(COc1ccccc1Cl)NCCNC(=O)c1ccncc1	-1	-4	0.3	-6	115
57	O=C(CCNS(=O)(=O)c1ccccc1)N1CCCCCC1	-4	-9	-2.7	-1	109

entry	Arr AP2 block	LANA DNA inh	Keap1-Nrf2 PPI	OPRM1-OPRD1 inv	Wnt act
46	-2	0.8	-3	10	-2
47	12	0.3	-51	-5	x
48	-1	-2.0	2	8	-6
49	-22	-2.5	1	10	0
50	30	1.5	3	-1	-1
51	1	-1.6	-10	8	-2
52	-10	-1.7	0	-2	x
53	-4	0.8	4	5	0
54	-9	0.3	2	0	x
55	1	1.1	5	-2	x
56	13	1.3	1	-2	1
57	27	-0.2	1	15	4

Exported field by field: part of the list above
49	CCCOc1ccc(-c2csc3ncn(Cc4ccc(C(=O)O)cc4)c(=O)c23)cc1
- V-ATPase pH: 0
- cardiac RTF act: -5
- MOR-DOR ag: -1.8
- Cardiac RTF inh: 5
- Pemphigus Ab inh: 103
- Arr AP2 block: -22
- LANA DNA inh: -2.5
- Keap1-Nrf2 PPI: 1
- OPRM1-OPRD1 inv: 10
- Wnt act: 0
50	CC(=O)Nc1ccc(S(=O)(=O)N2CCN=C2SCc2ccccc2C)cc1
- V-ATPase pH: -8
- cardiac RTF act: 0
- MOR-DOR ag: 0.1
- Cardiac RTF inh: -12
- Pemphigus Ab inh: 109
- Arr AP2 block: 30
- LANA DNA inh: 1.5
- Keap1-Nrf2 PPI: 3
- OPRM1-OPRD1 inv: -1
- Wnt act: -1
51	COc1ccc(CC(=O)Nc2cc(S(=O)(=O)N3CCCCC3)ccc2C)cc1
- V-ATPase pH: 0
- cardiac RTF act: 4
- MOR-DOR ag: -1.6
- Cardiac RTF inh: 0
- Pemphigus Ab inh: 101
- Arr AP2 block: 1
- LANA DNA inh: -1.6
- Keap1-Nrf2 PPI: -10
- OPRM1-OPRD1 inv: 8
- Wnt act: -2
52	CCOc1cc(C(=O)NCc2ccncc2)cc(OCC)c1OCC
- V-ATPase pH: 0
- cardiac RTF act: -3
- MOR-DOR ag: 0.4
- Cardiac RTF inh: -3
- Pemphigus Ab inh: 97
- Arr AP2 block: -10
- LANA DNA inh: -1.7
- Keap1-Nrf2 PPI: 0
- OPRM1-OPRD1 inv: -2
- Wnt act: x
